# MazF activator – activators of E. coli MazEF toxin-antitoxin RNase. P0AE70. FAM/BHQ RNA-DNA oligo cleavage fluorescence, 5 h. activation, % at 20 µM. 350,000 compounds, 0.32% hits; in the data active = activation above about 50%
# Target sequence (P0AE70 whole entry, looked up): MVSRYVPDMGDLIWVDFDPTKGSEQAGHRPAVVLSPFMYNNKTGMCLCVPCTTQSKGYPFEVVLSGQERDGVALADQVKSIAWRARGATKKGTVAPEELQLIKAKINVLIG
# DUSP3 inh – blocks human VHR1 dual specificity phosphatase | P51452 | recombinant VHR phosphatase, pNPP absorbance | AID 1654 | inhibition, % at 13.3 µM | 290,000 compounds, 0.52% hits; in the data active = inhibition above about 50%; also: some compounds called inactive have numbers as strong as hits
# Target sequence (P51452 whole entry, looked up): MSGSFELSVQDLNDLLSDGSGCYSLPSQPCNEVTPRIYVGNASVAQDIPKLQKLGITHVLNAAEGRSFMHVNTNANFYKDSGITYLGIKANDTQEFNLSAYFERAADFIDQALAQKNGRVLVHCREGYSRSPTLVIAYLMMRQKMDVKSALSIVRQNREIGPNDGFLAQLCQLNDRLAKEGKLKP
# Rv3671c inh – Rv3671c (M. tuberculosis) protease inhibition | AID 2606 | inhibition, % at 5.96 µM | 320,000 compounds, 0.048% hits; in the data active = inhibition above about 38%;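 also: extracellular domain of Rv3671c used as enzyme; 0% = enzyme with DMSO and 100% = no enzyme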
# Target sequence (P9WHR9 whole entry, looked up, the tested form may be a part): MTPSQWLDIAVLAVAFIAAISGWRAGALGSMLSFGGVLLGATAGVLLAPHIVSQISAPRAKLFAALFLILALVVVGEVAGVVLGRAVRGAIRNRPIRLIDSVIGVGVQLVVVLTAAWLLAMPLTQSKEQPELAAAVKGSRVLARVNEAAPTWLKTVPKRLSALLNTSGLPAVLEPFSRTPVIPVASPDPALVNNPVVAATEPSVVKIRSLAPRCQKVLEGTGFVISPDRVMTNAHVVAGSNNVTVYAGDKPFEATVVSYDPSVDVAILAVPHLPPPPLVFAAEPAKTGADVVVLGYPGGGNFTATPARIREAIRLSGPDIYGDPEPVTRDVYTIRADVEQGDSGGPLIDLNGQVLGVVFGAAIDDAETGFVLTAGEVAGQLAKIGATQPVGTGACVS
# GDH-TPI inh – inhibits GDH-TPI coupling enzymes, artifact for Mtb FBA screen; GDH-TPI coupled enzyme counterscreen, NADH absorbance; inhibition, % at 4.8 µM; 360,000 compounds, 1.2% hits; AID 588335; in the data active = inhibition above about 30%;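 also: 0% = DMSO wells and 100% = wells lacking the enzyme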
# PriA SSB inh – blocks PriA binding to SSB C-terminal tail | AlphaScreen SSBct-PriA binding, biotinylated peptide | inhibition, % at 33 µM | 430,000 compounds, 0.6% hits | AID 1272365; in the data active = inhibition mostly above about 37%, no sharp cut-off; inactive = mostly below about 20%;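 also: plate controls were negative control peptide for no effect and reference peptide for full effect; strong numbers were not always called active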
# 3CLpro inhibitor – SARS-CoV 3CLpro protease inhibition; P0C6X7; recombinant SARS-CoV 3CLpro, quenched FRET peptide cleavage; inhibition, % at 6 µM; 290,000 compounds, 0.14% hits; in the data active = inhibition above about 12%
# Mtb FBA inh – inhibits M. tuberculosis FBA enzyme. AID 588726. purified M. tuberculosis FBA, fluorescence read-out. inhibition, % at 1 µM. P9WQA3. 360,000 compounds, 2.3% hits; in the data active = inhibition above about 27%;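 also: 0% = vehicle and 100% = reference inhibitor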
# Target sequence (P9WQA3 whole entry, looked up): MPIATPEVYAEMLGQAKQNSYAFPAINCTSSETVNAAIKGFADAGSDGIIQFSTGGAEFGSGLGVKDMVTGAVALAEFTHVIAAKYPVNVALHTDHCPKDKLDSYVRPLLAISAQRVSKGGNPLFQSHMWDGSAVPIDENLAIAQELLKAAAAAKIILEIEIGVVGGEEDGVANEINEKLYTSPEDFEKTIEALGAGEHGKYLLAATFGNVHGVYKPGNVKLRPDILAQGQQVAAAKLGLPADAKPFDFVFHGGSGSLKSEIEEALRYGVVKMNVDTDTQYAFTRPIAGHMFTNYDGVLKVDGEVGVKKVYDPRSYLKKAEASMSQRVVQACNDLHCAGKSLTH
# UGM FP inh – inhibitors of M. tuberculosis UDP-galactopyranose mutase; purified UGM, fluorescence polarization probe displacement; inhibition, % at 10 µM; 320,000 compounds, 0.06% hits; in the data active = inhibition above about 10%, passing the limit was not always enough
# Mtb BioA inh – blocks M. tuberculosis BioA enzyme activity; purified M. tuberculosis BioA enzyme, plate reader; inhibition, % at 9.99 µM; 360,000 compounds, 0.096% hits; in the data active = inhibition above about 40%
# Vc quorum ag – inducers of Vibrio cholerae quorum light production without autoinducers; V. cholerae BH1578 lux reporter, luminescence, 6 h; 350,000 compounds, 0.16% hits; AID 588436; activation, % at 18.7 µM; in the data active = activation mostly above about 9.7%, no sharp cut-off; also: not every result past the cut was called active; inactives centre near 0; reference of the scale not given here
# * marks the source's active call; other numbers are inactive results; i = inactive; x = not tested or not shown. A portion of the library, so the mix of outcomes need not match the whole.
SMILES,MazF activator,DUSP3 inh,Rv3671c inh,GDH-TPI inh,PriA SSB inh,3CLpro inhibitor,Mtb FBA inh,UGM FP inh,Mtb BioA inh,Vc quorum ag
CC(C)c1ccc(N)c(S(=O)(=O)O)c1,6.2,-0.7,5.8,3.9,-5.3,-5.5,1.7,-0.9,x,i
CCOC(=O)c1oc2ccccc2c1CN1CC(C)OC(C)C1 (centres undefined),6.6,-20.5,-2.8,-3.0,-9.3,2.5,0.2,-3.1,1.4,-0.6
Cc1ccc(C(=O)N2CCCCCC2)cc1S(=O)(=O)N1CCOCC1,5.4,14.4,-1.9,-2.2,-17.6,-2.4,0.8,-1.6,-0.4,i
COc1ccc(C(=O)NCCSc2ccccn2)cc1,-0.6,-1.4,1.3,1.7,-1.9,-1.1,1.3,x,1.0,-2.2
Cc1c(C(=O)O)oc2ccc(S(=O)(=O)NCc3ccccc3)cc12,0.3,14.7,-6.5,-2.0,-2.0,-4.8,-2.0,1.7,1.6,i
COCCCN1C(=O)N(c2ccc(F)cc2)C(=O)C1CC(=O)Nc1ccc(OC)cc1 (centres undefined),-0.7,-15.2,-6.2,-1.3,-5.0,-1.4,-0.5,1.7,-1.7,0.0
O=C(CCc1nnc(CCCCc2ccccc2)o1)NCCN1CCOC1=O,6.6,-18.1,2.7,-1.2,2.1,-1.5,0.1,1.6,x,x
CCCCNC(=O)CCC(=O)Nc1ccc2nc(N3CCOCC3)cc(C)c2c1,3.6,6.0,-1.0,2.8,-5.0,2.1,61.9*,2.5,-2.4,-0.3
Cc1nc2sc(C(c3ccco3)N3CCC(C)CC3)c(O)n2n1 (centres undefined),-1.0,22.0,-1.4,2.9,0.2,3.1,-1.0,-0.1,-1.4,i
O=C(NC1CCCCC1)c1cc(-c2ccco2)on1,-11.5,22.1,6.9,-9.5,3.8,0.2,0.8,-1.5,-0.9,-0.2
COC(=O)c1ccc(CNC(=O)c2ccccc2C(=O)NCC2(CBr)OCCO2)cc1,0.0,x,x,7.1,x,x,2.3,x,-1.1,-0.9
N/C(CCCN1CCCCC1)=N/O,4.7,0.0,1.8,1.7,x,-4.7,3.4,3.3,-0.1,x
CNC(=O)CSc1nnc(-c2ccco2)n1-c1cc(C)ccc1C,-3.0,-13.1,7.2,-0.8,-13.2,-0.3,1.0,1.3,-0.6,i
N#Cc1ccc(-c2cn(-c3ccccc3)c3[n+]2CCCS3)cc1,0.0,9.1,-9.1,1.0,-15.9,0.2,21.9,-2.4,x,-0.4
CC(C)NC(=O)COC(=O)c1cc(=O)[nH]c2ccccc12,4.4,13.2,-5.4,9.5,-2.3,1.0,2.0,0.5,1.4,-0.4
NC(=O)C1CCCN(C(=O)c2ccc(S(=O)(=O)N3CCCCCC3)cc2)C1 (centres undefined),4.4,x,2.9,-2.5,-7.7,x,-3.9,x,-1.3,i
O=C(O)CCc1ccc(-c2ccccc2)n1CC(=O)Nc1cccc(C(F)(F)F)c1,8.8,14.9,x,-0.8,2.3,5.8,6.1,2.4,1.7,i
CSc1ncc(CN2CCCC(C(=O)c3ccccc3SC)C2)cn1 (centres undefined),6.2,5.0,-7.1,-3.4,0.9,1.3,4.7,2.0,0.8,-0.3
Cn1c(=O)n(Cc2ccccc2Cl)c2ccccc21,-0.8,-8.6,2.1,-4.3,-9.6,2.4,-0.7,0.3,2.2,-1.0
Cc1ccccc1-c1nc(CS(=O)(=O)CC(=O)N2CCCCC2)c(C)o1,-2.6,1.6,4.4,0.8,1.7,-1.7,0.2,1.6,1.3,-0.2
COC(=O)CNC(=O)CNC(=O)Nc1ccccc1Cl,0.2,-4.6,-4.4,-6.5,-14.8,-1.2,2.2,-1.7,x,-0.4
CCOC(=O)CC1=C(C(=O)OCC)C(c2cc(OC)c(OC)cc2OC)C(C#N)=C(N)O1 (centres undefined),1.6,1.8,-5.9,1.0,-1.1,5.2,-1.6,1.2,0.7,x
CC(O/N=C/c1ccc(OC(F)F)cc1)C(=O)Nc1cccc(S(=O)(=O)N2CCOCC2)c1 (centres undefined),-8.0,0.1,-2.8,-1.5,x,-1.5,-5.2,-2.1,-0.2,i
Clc1ccc(OCC#CCN2CCCC2)cc1,4.4,-2.7,1.8,3.2,-8.2,1.4,3.0,-1.2,x,-0.4
N/C(=N\[N+](=O)[O-])N1CCN(C(=O)c2ccccc2)CC1,-4.6,19.9,9.7,x,x,0.0,x,1.0,x,x
Cc1cc(S(=O)(=O)N(Cc2ccccc2F)C2CC2)ccc1-n1cnnn1,15.4,-1.3,-0.4,3.7,-8.6,0.8,2.8,-4.2,3.8,-0.3
Nc1cc(C(Cl)=C(Cl)Cl)c(S(N)(=O)=O)cc1S(N)(=O)=O,8.7,x,-0.2,14.0,-9.5,x,2.6,-1.3,-4.4,0.6
CCOc1ccc(S(=O)(=O)N2CCOCC2)cc1NC(=O)CN1C(=O)NC(CC)(c2ccccc2)C1=O (centres undefined),1.3,24.0,3.2,-3.1,1.9,5.1,-1.0,-0.2,1.6,0.2
CNS(=O)(=O)c1cccc(C(=O)OCC(=O)N2CCc3ccccc3C2)c1,0.6,20.1,-0.8,1.3,-15.1,-1.9,3.3,6.9,1.5,i
CCn1ncc(/C=C2/SC(=S)NC2=O)c1C,2.2,-11.3,-0.5,18.0,-14.2,-0.1,0.5,0.9,x,-0.1
Cc1ccc(OC(=O)c2sc3ncn(C)c(=O)c3c2C)cc1,-6.7,14.1,-4.5,-6.2,-7.7,3.4,0.3,4.2,1.5,-0.4
CC(OC(=O)C1CCCC1)C(=O)Nc1ncc(Cl)cc1Cl (centres undefined),8.0,x,3.9,5.7,0.6,x,2.2,-1.0,-0.6,i
Nc1c(C(=O)N/N=C/c2ccc(OCc3ccccc3)cc2)cnn1-c1ccccc1,-20.3,10.0,-3.1,-7.7,i,5.5,3.2,-1.9,-0.3,-0.3
Cc1nc2ccc(C(=O)N/N=C/c3ccc(O)cc3)cc2[nH]1,-19.7,15.3,-5.2,36.4*,x,-6.3,-1.0,8.6,-3.9,-0.5
CCN(CC)C(=O)CSc1nc2ccc(NC(=O)CSc3nnc(N)s3)cc2s1,0.9,49.3,-0.2,7.7,-3.9,2.5,1.3,-1.2,-0.8,0.7
CC(C)C(C)(C#N)NC(=O)COC(=O)C1CCN(S(=O)(=O)c2ccc3c(c2)OCCO3)CC1 (centres undefined),5.5,x,x,-4.2,2.4,x,-0.6,x,-0.7,-2.7

# Molecules listed so far containing an NH in an aromatic ring, in the order listed:
SMILES,MazF activator,DUSP3 inh,Rv3671c inh,GDH-TPI inh,PriA SSB inh,3CLpro inhibitor,Mtb FBA inh,UGM FP inh,Mtb BioA inh,Vc quorum ag
CC(C)NC(=O)COC(=O)c1cc(=O)[nH]c2ccccc12,4.4,13.2,-5.4,9.5,-2.3,1.0,2.0,0.5,1.4,-0.4
Cc1nc2ccc(C(=O)N/N=C/c3ccc(O)cc3)cc2[nH]1,-19.7,15.3,-5.2,36.4*,x,-6.3,-1.0,8.6,-3.9,-0.5

# A different layout for some results above:
Cc1nc2ccc(C(=O)N/N=C/c3ccc(O)cc3)cc2[nH]1
  MazF activator: -19.7
  DUSP3 inh: 15.3
  Rv3671c inh: -5.2
  GDH-TPI inh: 36.4*
  PriA SSB inh: x
  3CLpro inhibitor: -6.3
  Mtb FBA inh: -1.0
  UGM FP inh: 8.6
  Mtb BioA inh: -3.9
  Vc quorum ag: -0.5

N/C(=N\[N+](=O)[O-])N1CCN(C(=O)c2ccccc2)CC1
  MazF activator: -4.6
  DUSP3 inh: 19.9
  Rv3671c inh: 9.7
  GDH-TPI inh: x
  PriA SSB inh: x
  3CLpro inhibitor: 0.0
  Mtb FBA inh: x
  UGM FP inh: 1.0
  Mtb BioA inh: x
  Vc quorum ag: x

# Later entries:
SMILES,MazF activator,DUSP3 inh,Rv3671c inh,GDH-TPI inh,PriA SSB inh,3CLpro inhibitor,Mtb FBA inh,UGM FP inh,Mtb BioA inh,Vc quorum ag
COc1ccc(N=C2S/C(=C\c3ccc(C)s3)C(=O)N2CC(C)C)cc1,-6.2,18.6,2.9,-8.8,-0.9,-2.8,-4.4,0.9,1.0,-0.1
O=C(Nc1ccc(OC(F)(F)F)cc1)c1cnc2n(c1=O)CCS2,5.0,1.2,2.3,3.3,-3.6,x,-1.8,1.1,-0.6,-0.3
OC[C@H]1OC(O)[C@H](O)[C@@H](O)[C@H]1O (some centres undefined),-3.5,x,1.5,2.4,-12.4,x,3.6,-0.9,-3.8,i
COc1cc(S(=O)(=O)Nc2ncccc2C)c(OC)cc1Cl,3.6,-8.3,8.2,14.9,-15.7,2.9,3.6,-0.2,11.5,-0.4
COCc1nc2ccccc2n1Cc1ccccc1Br,-3.6,-0.7,-9.8,-5.7,-17.2,1.9,-2.1,-0.6,0.9,i
O=C(O)CCSc1nnnn1-c1ccccc1,-11.8,35.9,-0.9,5.1,-17.0,8.1,0.6,-1.5,-0.9,i
CC(=O)OCC(=O)[C@@]12OC(C)(C)O[C@@H]1CC1C3C[C@H](F)C4=CC(=O)C=CC4(C)[C@@]3(F)C(O)CC12C (some centres undefined),6.3,x,3.7,10.1,-2.1,x,0.3,3.2,2.6,i
O=C(CNC(=O)c1ccco1)NCC(=O)OCc1ccc(Cl)cc1,3.8,15.8,-3.3,17.9,-15.0,3.7,1.1,-0.5,-1.5,i
CC1CCN(C(=S)c2cn(Cc3cccc(F)c3)c3ccccc23)CC1,-4.7,1.3,1.4,1.2,-13.9,-5.2,-4.8,-3.3,x,-0.3
C[C@H](CO)N1C[C@H](C)[C@H](CN(C)Cc2cccc(C(F)(F)F)c2)OCc2ccccc2-c2c(n(C)c3ccccc23)C1=O,11.5,x,x,-4.3,x,x,0.5,x,-1.6,1.1
CCCS(=O)(=O)NC(=O)C1(C)CCN(C(=O)c2cccnc2Oc2ccccc2)C1 (centres undefined),x,x,x,-0.9,x,x,0.9,x,-1.3,-2.5
CCOC(=O)Nc1cc(C)ccc1OC,3.8,3.5,10.6,7.3,1.3,4.1,0.7,-1.1,0.7,i
Nc1cc(N2CCCCCC2)c2nonc2c1[N+](=O)[O-],-24.4,-1.6,2.5,-0.7,-9.1,-2.5,-17.7,-6.6,-0.9,-0.8
CSc1nnc(CCNS(=O)(=O)c2ccc(Br)cc2)n1C,5.1,26.0,1.4,-7.0,-13.8,6.1,0.5,-1.1,0.6,-0.2
NC(=O)c1cccc(N=Cc2cc(Cl)cc(Cl)c2O)c1,-9.0,-3.2,x,8.3,0.2,-1.1,10.0,x,x,-0.8
Cc1ccc(-n2ncc3c2CCCC3NC(=O)c2ocnc2C)cc1C (centres undefined),1.4,1.6,-8.8,11.3,21.8,-5.1,0.3,-4.5,1.1,-1.5
COc1cccc(C(c2cccc(OC)c2)c2ccccc2C(=O)O)c1,-3.4,x,x,8.2,-4.7,x,0.8,x,-0.6,i
Cc1c(Cl)cccc1NC(=S)N(CCN(C)C)C(C)c1ccco1 (centres undefined),-2.5,15.2,-3.1,5.0,3.2,2.5,1.4,2.1,-0.7,-0.5
COc1ccccc1N/C(=N/S(=O)(=O)c1ccc(C)cc1)c1ccc(Cl)cc1,3.8,31.6,-8.2,0.8,x,3.4,-1.3,2.5,-1.4,-0.7
CC(C)C(NC(=O)CNC(=O)OC(C)(C)C)C(=O)NCc1ccc(Cl)cc1 (centres undefined),3.7,9.1,-2.4,-2.9,0.3,0.7,-2.4,-1.6,x,-0.6
O=C(COC(=O)CCSc1ccccc1)Nc1ccccc1Br,-2.2,x,-5.2,-10.0,-6.1,x,1.3,-6.9,0.3,i
Cc1nnc(SCCCCSc2nnc(C)c(=O)[nH]2)[nH]c1=O,4.0,-10.7,-6.2,4.2,-1.3,1.3,5.1,3.1,x,-0.2
COc1ccc(OCC(=O)N/N=C(\C)c2cccs2)cc1,6.0,-0.7,-5.1,5.0,x,3.2,2.9,4.1,-1.9,i
Cc1cc(OCC(=O)OCC(=O)NCc2ccc3c(c2)OCO3)ccc1Cl,-2.4,x,5.1,1.9,-6.8,x,-1.2,1.1,-1.0,i
Cc1ccc(-c2nnc3n2CCCCC3)cc1,-3.9,-7.0,1.3,0.0,-5.7,-4.2,-1.6,-1.5,-1.4,-0.6

# Screening results from PubChem.
